# Source: PubChem BioAssay (several laboratories)
# GalR3 antagonist: antagonists of human GalR3; O60755; HEK293 GalR3-CNG cAMP membrane potential fluorescence; galR3 body fused to GalR1 C-terminus; inhibition, % at 3 µM; 360,000 compounds, 0.44% hits; AID 651719;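 active = inhibition above the screen-wide average plus 3 SD, cut at about 13% in these data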;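 also: forskolin and galanin both at EC90 stimulate the cells; cAMP rise reported by CNG channel membrane potential dye signal; 0% = forskolin plus galanin with DMSO and 100% = forskolin alone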
# Target sequence (O60755 1-299 limits assumed): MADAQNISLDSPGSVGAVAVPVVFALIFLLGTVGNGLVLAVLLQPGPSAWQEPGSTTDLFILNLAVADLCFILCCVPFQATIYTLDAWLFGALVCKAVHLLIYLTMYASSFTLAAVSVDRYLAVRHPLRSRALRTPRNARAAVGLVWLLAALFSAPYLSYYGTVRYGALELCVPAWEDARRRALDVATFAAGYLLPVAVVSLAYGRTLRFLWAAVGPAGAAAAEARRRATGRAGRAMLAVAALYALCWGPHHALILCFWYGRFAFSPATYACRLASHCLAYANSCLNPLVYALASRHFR
# MEKK2wt PB1 HTS: raises or lowers MEK5 binding to wildtype human MEKK2 PB1 domain | Q9Y2U5 | bead flow cytometry, Alexa488-MEK5 binding to MEKK2 WT; actives lie on both sides | binding response (% of control), % at 10 µM | 290,000 compounds, 1.1% hits | AID 1531; in the data active = binding response below about 67% or above about 130%
# GPR7 antag: blocks human GPR7 receptor signaling; GPR7-expressing cells, fluorescence antagonist assay; inhibition, % at 4.4 µM; 290,000 compounds, 1.1% hits; AID 1861; in the data active = inhibition above about 16%, passing the limit was not always enough;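 also: cells stimulated with the agonist NPW; 0% = agonist with vehicle and 100% = vehicle without agonist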
# Target sequence (P48145 whole entry, looked up): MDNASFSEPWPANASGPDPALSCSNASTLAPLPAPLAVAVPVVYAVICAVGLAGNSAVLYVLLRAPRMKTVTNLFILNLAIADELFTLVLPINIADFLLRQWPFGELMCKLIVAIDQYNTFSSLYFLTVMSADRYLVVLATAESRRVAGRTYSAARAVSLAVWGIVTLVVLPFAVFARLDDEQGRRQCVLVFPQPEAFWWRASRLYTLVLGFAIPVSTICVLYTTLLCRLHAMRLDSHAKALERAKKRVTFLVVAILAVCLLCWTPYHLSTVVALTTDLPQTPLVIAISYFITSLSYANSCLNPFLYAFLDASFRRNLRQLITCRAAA
# V1aR counter: counter-screen for oxytocin receptor agonists: human V1a receptor agonists; P37288; CHO-V1R cells, Fluo-8 calcium fluorescence, agonist mode; 0% DMSO, 100% 3 nM vasopressin; activation, % at 3 µM; 320,000 compounds, 0.25% hits;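 active = activation above the mean activation of all tested compounds plus 3 SD, per screening run, cut at about 20% in these data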;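 also: signal is peak over basal fluorescence ratio across a 100 second FLIPR read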
# Target sequence (P37288 whole entry, looked up): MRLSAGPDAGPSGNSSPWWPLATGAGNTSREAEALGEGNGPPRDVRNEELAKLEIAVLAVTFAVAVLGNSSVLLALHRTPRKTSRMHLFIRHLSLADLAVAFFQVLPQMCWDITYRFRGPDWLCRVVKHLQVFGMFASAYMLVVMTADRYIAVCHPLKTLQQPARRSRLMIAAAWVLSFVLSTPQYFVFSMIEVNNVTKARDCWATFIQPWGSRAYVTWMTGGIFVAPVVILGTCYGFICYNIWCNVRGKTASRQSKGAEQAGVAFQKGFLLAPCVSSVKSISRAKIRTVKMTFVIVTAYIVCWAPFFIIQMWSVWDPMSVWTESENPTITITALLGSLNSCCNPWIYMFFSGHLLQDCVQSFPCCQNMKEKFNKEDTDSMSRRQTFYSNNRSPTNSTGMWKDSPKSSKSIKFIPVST
# MEKK2mut PB1 HTS: signal of MEK5 binding to mutant human MEKK2 PB1 domain; bead flow cytometry, Alexa488-MEK5 binding to MEKK2 mutant; percent response, % at 10 µM; 290,000 compounds, 0.35% hits; AID 1530; in the data active = percent response above about 24%, passing the limit was not always enough; also: inactives centre near 1; some results filed as inactive read as strong as hits
# NALP1 yeast inh: blocks the NALP1 inflammasome reconstituted in yeast. AID 2071. S. cerevisiae NALP1/ASC/caspase-1 growth, X-gal OD620, 72 h. inhibition, % at 10 µM. 280,000 compounds, 0.61% hits; in the data active = inhibition mostly above about 24%, no sharp cut-off; inactive = mostly below about 32%; also: some compounds called inactive have numbers as strong as hits
# PfM18AAP inh: PfM18AAP enzyme inhibition. AID 1822. inhibition, % at 7.35 µM. 290,000 compounds, 1.2% hits. recombinant PfM18AAP, H-Glu-NHMec fluorogenic cleavage;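 active = inhibition above the campaign mean inhibition over all tested compounds plus 3 SD, cut at about 28% in these data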;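 also: 0% = plate median of test compound wells and 100% = 2 mM ZnCl2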
# OXTR potentiate: human OXTR potentiation; activation, % at 3 µM; AID 2445; CHO-OTR cells, Fluo-8 calcium fluorescence, potentiator mode; 0% = oxytocin EC15, 100% = EC100; P30559; 320,000 compounds, 0.061% hits;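 active = activation above that plate's cutoff, the mean activation of tested compounds plus 3 SD, cut at about 6.6% in these data, passing the limit was not always enough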;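 also: 100% uses oxytocin at 75 nM as the full agonist control; some results filed as inactive read as strong as hits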
#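 System: human OTR in CHO cells / Also added: sub-maximal oxytocin, roughly EC15 / Control set: EC15 oxytocin low, 75 nM oxytocin high / Schedule: 6 min compound pre-incubation at room temperature, 100 s kinetic read / Compound: single-point 3.0 µM / Replication: singlicate / Technique: Fluo-8 calcium dye fluorescence / Read-out basis: % activation of max/min ratio relative to oxytocin controls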
# OXTR agonist: agonists of human oxytocin receptor; P30559; CHO-OTR cells, Fluo-8 calcium fluorescence; normalized: DMSO 0%, oxytocin 100%; activation, % at 3 µM; 320,000 compounds, 0.32% hits;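 active = activation above the mean of all tested compounds plus 3 SD, cutoff set per screening run, cut at about 20% in these data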;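 also: peak over basal fluorescence ratio from a 100 s FLIPR kinetic read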
# * = called active by the depositor; · = no result given.
SMILES,GalR3 antagonist,MEKK2wt PB1 HTS,GPR7 antag,V1aR counter,MEKK2mut PB1 HTS,NALP1 yeast inh,PfM18AAP inh,OXTR potentiate,OXTR agonist
CCc1ccccc1OCC(=O)OCC(=O)Nc1cc(C)on1,-4,·,·,0.4,·,·,·,-5,-0.1
CNc1ccccc1C(C)(C)c1cc(-c2cccc(Br)c2)no1,-9,9.0*,-11,-0.3,0,-5,-4,-11,-1.5
O=C(OC1CCCCC1=O)c1cccc(S(=O)(=O)NCc2ccccc2)c1 (stereo not drawn),-3,99,-9,3.8,0,8,5,1,2.4
Cc1ccc(S(=O)(=O)c2cn(C)c3cc(N4CCN(C)CC4)c(F)cc3c2=O)c(C)c1,-10,102,-9,1.5,1,8,-4,4,0.8
CCCc1nc2oc3cc(OC)ccc3c(=O)c2c(=O)n1Cc1ccco1,-2,81,-4,-0.3,-8,12,-12,-5,-0.6
CCN(CC)CCNC(=O)CCCCn1c(=S)[nH]c2c([nH]c3ccc(OC)cc32)c1=O,-6,116,15,-0.7,6,18,1,-6,-1.6
O=C(CN1CCN(C(=O)c2ccco2)CC1)Nc1ccc(Cl)c(C(F)(F)F)c1,0,122,-2,14,24*,0,6,-17,12
CCCCn1nc(C(=O)N(CCOC)c2c(N)n(CCCC)c(=O)[nH]c2=O)c2ccccc2c1=O,-2,·,·,-0.5,·,·,·,-1,-0.2
O=Cc1cccc(OC(=O)c2ccc(Cl)cc2Cl)c1,·,98,8,0.0,2,5,11,-5,-2.0
COCCNC(=O)c1ccc(S(=O)(=O)N2CCCc3ccccc32)cc1,-9,105,1,3.6,11,9,9,-3,2.0
COc1ccc(C(C(=O)NC2CCCCC2)N(CC2CCCO2)C(=O)CCCC(=O)Nc2ccccn2)cc1 (stereo not drawn),-9,103,17,·,0,4,-3,·,·
CCC(C)N1C(=O)N(c2cccc(Cl)c2)C(C)(O)CC1(C)C (stereo not drawn),-8,105,-5,-1.6,7,-12,-2,-6,-2.3
On1nnc2ccc(C(F)(F)F)cc21,9,105,-2,-0.3,5,-22,3,-13,0.4
Cc1cc(NC(=O)CCC(=O)N(Cc2ccco2)C(C(=O)NC2CCCC2)c2ccccc2F)no1 (stereo not drawn),-7,100,-6,0.6,-1,-10,-2,-1,1.2
O=C(NCCCN1CCOCC1)c1ccc(CS(=O)(=O)c2ccc(Br)cc2)o1,-2,101,-4,0.5,2,10,6,-2,1.1
COc1cc(OC)cc(C(=O)N[C@H](C(=O)NC2CCCc3ccccc32)C(C)C)c1 (stereo partly drawn),-6,·,·,-0.6,·,·,·,0,-2.2
COc1cc(CCC(=O)NNC(=O)c2ccc(Cl)cc2)cc(OC)c1OC,-9,106,10,1.9,2,18,-13,-3,0.2
c1ccc(Nc2nc(-c3ccccn3)cs2)cc1,-2,109,-1,-1.6,3,·,-3,-15,-2.5
Cc1ccc(C(=O)c2oc3ccccc3c2N)cc1,-4,97,-11,-0.9,4,0,5,-8,-1.6
O=C(c1cccc(Cl)c1)N1CCN(Cc2ccccc2)CC1,-8,96,-9,·,4,-5,5,·,·
COc1ccc(/C=N/n2cnnc2)cc1Oc1nc(Cl)ncc1F,-7,91,-3,0.6,-3,2,-3,-2,0.2
O=C(O)CSCC(=O)NCc1cccc(C(F)(F)F)c1,-3,100,4,0.7,-3,16,-9,-3,-0.7
Cc1cc(C(=O)N/N=C/C=C/c2ccc(Br)cc2)n[nH]1,-3,98,-16,0.1,-3,-2,-9,2,1.6
O=S(=O)(NCC1CCN(Cc2ccccc2)CC1)c1ccccc1C(F)(F)F,-10,111,0,1.8,8,7,3,-2,2.5

# Next section, overlapping the part above by seven compounds.
SMILES,GalR3 antagonist,MEKK2wt PB1 HTS,GPR7 antag,V1aR counter,MEKK2mut PB1 HTS,NALP1 yeast inh,PfM18AAP inh,OXTR potentiate,OXTR agonist
c1ccc(Nc2nc(-c3ccccn3)cs2)cc1,-2,109,-1,-1.6,3,·,-3,-15,-2.5
Cc1ccc(C(=O)c2oc3ccccc3c2N)cc1,-4,97,-11,-0.9,4,0,5,-8,-1.6
O=C(c1cccc(Cl)c1)N1CCN(Cc2ccccc2)CC1,-8,96,-9,·,4,-5,5,·,·
COc1ccc(/C=N/n2cnnc2)cc1Oc1nc(Cl)ncc1F,-7,91,-3,0.6,-3,2,-3,-2,0.2
O=C(O)CSCC(=O)NCc1cccc(C(F)(F)F)c1,-3,100,4,0.7,-3,16,-9,-3,-0.7
Cc1cc(C(=O)N/N=C/C=C/c2ccc(Br)cc2)n[nH]1,-3,98,-16,0.1,-3,-2,-9,2,1.6
O=S(=O)(NCC1CCN(Cc2ccccc2)CC1)c1ccccc1C(F)(F)F,-10,111,0,1.8,8,7,3,-2,2.5
CCc1cc(=O)oc2cc(OCC(=O)O)c(Cl)cc12,-1,97,3,1.6,-3,·,1,0,0.4
CCCCN(C(=O)CCC(=O)Nc1cc(C)on1)C(C(=O)NC(C)(C)C)c1cccc(OC)c1OC (stereo not drawn),-4,103,-8,-1.2,4,1,4,-2,-1.4
COc1cc(CO)cc(Br)c1OCc1cccnc1,-3,119,-4,0.2,7,15,0,-13,-0.6
O=C(CCN1C(=O)c2ccccc2S1(=O)=O)Nc1ccccc1O,-5,105,0,1.8,2,24,3,-6,0.3
NC(=O)CSc1nc(C23CC4CC(CC(C4)C2)C3)nc2ccccc12,-8,105,-13,-1.3,2,4,6,-7,-2.6
CN(C)CCN(C(=O)c1ccc(S(=O)(=O)N2CCCC2)cc1)c1nc2ccc(Br)cc2s1,-2,138*,1,1.9,18,18,-11,-8,2.1
COC(=O)C1=C(C)N(Cc2ccccc2)C(=NCCc2cccnc2)N[C@H]1c1ccccc1,·,104,17,0.3,0,-1,-7,-8,2.2
C[C@@H]1CN([C@H](C)CO)C(=O)Cc2cc(NC(=O)CCC(F)(F)F)ccc2O[C@@H]1CN(C)C(=O)NC1CCCCC1,1,·,·,0.1,·,·,·,-8,0.8
N#C/C(=C\c1c(N2CCC(C(N)=O)CC2)nc2ccccn2c1=O)C(=O)NCc1ccco1,-7,97,-5,1.1,17,24,1,-5,0.3
Cc1ccc(OCCCC(=O)Nc2nc3ccccc3[nH]2)cc1,1,93,-10,-0.7,-1,17,-4,-3,-0.9
CCNC(=S)N1CCN(Cc2ccccc2)CC1,-5,94,-12,0.6,-5,2,-1,0,1.2
O=C(O)CCN1C(=O)CC2(CCCCC2)C1=O,3,95,4,0.3,-3,19,6,-10,0.1
Cc1cccc(C)c1NC(=O)C1c2cccc[n+]2CC(=O)N1Cc1ccc2c(c1)OCO2 (stereo not drawn),1,50*,-1,0.5,44,8,24,-1,0.8
CN(C)c1ccc(C(=O)C(O)c2ccccc2)cc1 (stereo not drawn),-2,96,12,1.4,-3,5,2,-4,-1.1
CC(=O)Nc1ccc(NS(=O)(=O)c2ccc(CN3C(=O)c4cccnc4C3=O)cc2)cc1,-9,104,4,-0.8,1,13,0,-7,-1.5
COC(=O)c1cc(/C=C/c2ccccc2)on1,-6,106,2,1.1,3,-4,4,-7,5.2
CN(c1ccc(OCC(=O)NCCc2ccccc2)cc1)S(=O)(=O)c1ccc(Cl)cc1,-2,·,·,1.6,·,·,·,-15,-0.3
COc1cc2c(cc1OC)/C(=C/C(=O)c1ccc(OC)c([N+](=O)[O-])c1)NCC2,19*,107,-21,·,9,19,-1,·,·
C=CCSc1nc2c(c(=O)[nH]c(=O)n2C)n1C(C)C,-2,104,-3,-0.4,3,25,-1,-9,-1.0
O=C(Nc1ccc2c(c1)CCC2)c1ccccc1Br,-3,100,-11,-1.2,1,1,-5,-6,-2.3
C=CCNC(=O)c1onc(CS(=O)(=O)c2cc(C)cc(C)c2)c1C(=O)NCC=C,-3,·,·,-0.2,·,·,·,0,-1.2
COc1ccc(C(=O)OCC(=O)c2ccc(Br)s2)c(OC)c1,-4,·,·,0.8,·,·,·,-10,-0.7
NNC(=O)c1cccnc1Oc1ccccc1,-4,84,2,0.0,-13,25,-15,-5,-1.9
Cc1ccc(C(=O)CSc2nnc(-c3ccco3)n2C)cc1,-3,99,-6,0.7,-3,4,-2,-7,-0.6
CC(=O)NS(=O)(=O)c1ccc(NC(=O)c2cccc3ccccc23)cc1,-6,·,·,-2.3,·,·,·,-13,-0.5
O=C(NCc1ccco1)C1CCCCC1,-4,91,-3,2.5,-8,14,-7,-3,0.6
CCC12CN(S(=O)(=O)c3ccc(C)cc3)CC(CC)(CN(S(=O)(=O)c3ccc(C)cc3)C1)C2=O,9,85,-2,-0.8,-10,42*,-4,-11,-1.1
Cc1ccc2c(c1)c(CC(=O)Nc1ccc(F)cc1)c(C(=O)O)n2C,0,87,3,0.7,-5,5,-12,6,0.7
CCOc1ccc(N2C(=O)c3cccnc3C2=O)cc1,-5,105,7,1.0,7,14,-4,1,1.2
CC(=O)c1ccc2c3c(cccc13)CC2,0,112,8,0.0,8,34,-1,-1,-1.7
O=C(COC(=O)c1n[nH]c2ccccc12)NC(=O)NC1CCCCC1,-4,111,-5,8.7,4,-5,-8,-11,9.4
CC(=O)c1c(C)[nH]c(C(=O)CN2CCN(S(=O)(=O)c3ccccc3F)CC2)c1C,-1,·,·,11,·,·,·,-13,15
CCC(=O)Nc1c(-c2ccccc2Cl)c(=O)c2ccccc2n1CC,-9,110,-3,0.8,10,-5,4,0,-0.4
CCCC[C@@H]1CNC(=S)N1CCC12CC3CC(CC(C3)C1)C2,-3,93,-22,0.7,-6,-4,3,-15,-1.9
CC1=NN(c2cccc(C(=O)O)c2)C(=O)/C1=C\C=C\c1ccco1,-2,97,-12,-0.2,-3,4,21,3,-0.9
N#CCCN(C(=O)COC(=O)c1cc2ccccc2oc1=O)c1ccccc1,-5,·,·,0.1,·,·,·,0,0.4
COc1ccc(S(=O)(=O)NCC2CCCN(C(=O)CCSC)C2)cc1 (stereo not drawn),-3,110,-16,0.3,4,4,1,0,-0.7
CC1=C(C(=O)OC(C)C)C(c2ccc(Br)s2)NC(=O)N1 (stereo not drawn),-8,103,-2,-1.9,4,15,7,7,-0.8
COc1ccc2[nH]cc(S(=O)(=O)c3ccc(F)cc3)c(=O)c2c1,-2,119,-2,-0.6,14,-11,2,-1,-0.7
C=CCn1c(-c2cccc(OC)c2OC)n[nH]c1=S,-6,105,-2,9.7,1,-9,17,-28,4.6

# 3 compounds out of the list above, arranged by the number in MEKK2wt PB1 HTS, descending.
Molecule	GalR3 antagonist	MEKK2wt PB1 HTS	GPR7 antag	MEKK2mut PB1 HTS	NALP1 yeast inh	PfM18AAP inh	OXTR potentiate
COc1ccc2[nH]cc(S(=O)(=O)c3ccc(F)cc3)c(=O)c2c1	-2	119	-2	14	-11	2	-1
COc1ccc(S(=O)(=O)NCC2CCCN(C(=O)CCSC)C2)cc1 (stereo not drawn)	-3	110	-16	4	4	1	0
C=CCn1c(-c2cccc(OC)c2OC)n[nH]c1=S	-6	105	-2	1	-9	17	-28
